OX1R antagonist: antagonists of human orexin 1 receptor; inhibition, % at 5 µM; CHO/OX1R cells, Fluo-8 calcium fluorescence, orexin A; O43613; AID 434989; 0.43% of 330,000 active;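 active = inhibition above its plate's threshold, mean inhibition of all tested compounds on the plate plus 3 SD, cut at about 37% in these data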;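 note: 0% = orexin A challenge wells and 100% = SB-334867-A antagonist wells; not every result past the cut was called active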
Target sequence (O43613 whole entry, looked up): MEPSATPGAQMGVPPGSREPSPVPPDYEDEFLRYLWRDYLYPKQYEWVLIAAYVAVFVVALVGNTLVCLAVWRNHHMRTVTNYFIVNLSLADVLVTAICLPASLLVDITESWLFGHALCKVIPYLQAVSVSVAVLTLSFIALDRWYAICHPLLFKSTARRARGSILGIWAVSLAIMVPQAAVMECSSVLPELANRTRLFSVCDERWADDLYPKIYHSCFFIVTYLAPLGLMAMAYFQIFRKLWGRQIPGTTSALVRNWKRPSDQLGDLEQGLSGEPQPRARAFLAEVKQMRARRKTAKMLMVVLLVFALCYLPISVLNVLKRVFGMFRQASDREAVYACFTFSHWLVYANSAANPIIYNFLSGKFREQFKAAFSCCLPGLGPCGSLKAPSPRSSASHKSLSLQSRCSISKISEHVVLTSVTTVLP
CHT allo act: allosteric activators of human choline transporter CHT. Q9GZV3. 0.49% of 310,000 active. AID 488977. B-score at 10 µM. CHT-expressing cells, membrane potential dye, choline EC20; hits give high values; LV-AA mutant CHT in HEK293 cells;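 active = initial fluorescence not abnormally high and integrated response B-score, plate-corrected, over 3 SD above library mean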
Target sequence (Q9GZV3 whole entry, looked up): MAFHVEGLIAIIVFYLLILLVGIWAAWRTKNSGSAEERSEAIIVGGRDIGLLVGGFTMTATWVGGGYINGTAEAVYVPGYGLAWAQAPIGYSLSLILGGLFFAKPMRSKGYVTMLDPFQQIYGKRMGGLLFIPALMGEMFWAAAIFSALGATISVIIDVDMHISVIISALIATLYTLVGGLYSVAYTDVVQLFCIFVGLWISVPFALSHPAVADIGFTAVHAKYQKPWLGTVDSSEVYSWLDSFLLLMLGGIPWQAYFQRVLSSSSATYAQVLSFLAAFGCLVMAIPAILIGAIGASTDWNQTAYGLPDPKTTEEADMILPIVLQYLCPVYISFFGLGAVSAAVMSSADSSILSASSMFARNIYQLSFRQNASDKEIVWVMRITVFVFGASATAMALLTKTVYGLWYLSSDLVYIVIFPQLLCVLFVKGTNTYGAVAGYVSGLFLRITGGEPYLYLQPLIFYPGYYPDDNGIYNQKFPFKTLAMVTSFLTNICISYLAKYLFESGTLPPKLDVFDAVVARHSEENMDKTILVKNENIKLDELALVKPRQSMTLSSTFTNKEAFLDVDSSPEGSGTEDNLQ
Starred values were filed as active, the others as inactive.

Nc1c(C(=O)Nc2ccccc2F)sc2nc(-c3ccco3)ccc12 was read as OX1R antagonist -3 and CHT allo act inactive.
Screening CCc1ccc2c(c1)C(c1cccs1)=NNC(c1cccnc1)=N2 returned OX1R antagonist -39 and CHT allo act inactive.
`COc1cc(C)c(S(=O)(=O)NOCc2ccccc2)c(C)c1C` gave OX1R antagonist -24 and CHT allo act inactive.
CCn1ccnc1CN(C)Cc1cn(-c2ccc(C)cc2)nc1-c1ccc(F)cc1 was read as OX1R antagonist -35 and CHT allo act inactive.
Screening O=S(=O)(Nc1c(F)cccc1F)c1ccc(Cl)nc1 returned OX1R antagonist -21 and CHT allo act inactive.
`Cc1noc(C)c1COc1cccc(C(=O)NCc2ccccc2Cl)c1` gave OX1R antagonist -3 and CHT allo act inactive.
For S=C(NCCc1ccccc1)NCc1ccccc1Cl the results were OX1R antagonist -22 and CHT allo act inactive.
For Cc1ccc(Cl)cc1N1CCN(C(=O)CCCn2c(=O)c3cccn3c3cccnc32)CC1 the results were OX1R antagonist -38 and CHT allo act inactive.
For COc1ccc(OCC(=O)NCCS(=O)(=O)N2CCN(c3ccc(F)cc3)CC2)cc1 the results were OX1R antagonist -39 and CHT allo act inactive.
COc1cc(/C=C/C(=O)NC(C)(C)C)ccc1OCc1ccccc1 was read as OX1R antagonist -27 and CHT allo act inactive.
For Cc1ccccc1CCNC(=O)C1CCC(=O)N(C2CCCCCC2)C1 (configuration not stated) the results were OX1R antagonist -35 and CHT allo act inactive.
For Clc1cccc(Cc2nn[nH]n2)c1 the results were OX1R antagonist 1 and CHT allo act inactive.

Ordered by heavy-atom count (falling): some entries from above
COc1cc(/C=C/C(=O)NC(C)(C)C)ccc1OCc1ccccc1 was read as OX1R antagonist -27 and CHT allo act inactive.
For S=C(NCCc1ccccc1)NCc1ccccc1Cl the results were OX1R antagonist -22 and CHT allo act inactive.
For Clc1cccc(Cc2nn[nH]n2)c1 the results were OX1R antagonist 1 and CHT allo act inactive.

The listing continues:
For C/C=C/c1ccc(OCC(=O)OCC)c(OC)c1 the results were OX1R antagonist -19 and CHT allo act inactive.
For CS(=O)(=O)Nc1ccc(C(=O)NCCC2=CCCCC2)cc1 the results were OX1R antagonist -11 and CHT allo act inactive.
`CCc1nnc(NC(=O)CSc2nnnn2-c2cccc(C(=O)OC)c2)s1` gave OX1R antagonist -24 and CHT allo act inactive.
Screening CCCc1nn(C)c2c1C(c1ccncc1)C(C#N)=C(N)O2 (configuration not stated) returned OX1R antagonist -8 and CHT allo act inactive.
`CC(C)NC(=O)COc1ccccc1C#N` gave OX1R antagonist -10 and CHT allo act inactive.
Screening CC1Cc2ccccc2N1C(=O)COC(=O)c1cccnc1Cl (configuration not stated) returned OX1R antagonist -9 and CHT allo act inactive.
For O=C(NC1CCCC1)c1ccc(S(=O)(=O)N2CCOCC2)cc1 the results were OX1R antagonist -6 and CHT allo act inactive.
Screening Cc1ccc(S(=O)(=O)NCc2csc(-c3cccs3)n2)cc1 returned OX1R antagonist -16 and CHT allo act inactive.
For Cc1cnc(C(=O)OCC(=O)Nc2ccc(C)c(S(=O)(=O)N3CCCCC3)c2)cn1 the results were OX1R antagonist -4 and CHT allo act inactive.
Screening CC(=O)OCCNC(=O)c1cccnc1 returned OX1R antagonist -7 and CHT allo act inactive.
Screening COc1cccc(/C=C/C(=O)OCC(=O)N(C)CC(=O)Nc2ccccc2Cl)c1OC returned OX1R antagonist -29.
Cc1nnc(OCc2nc3ccccc3n2C)c2ccccc12 was read as OX1R antagonist -26 and CHT allo act inactive.
`COc1ccccc1-c1nnc(N)s1` gave OX1R antagonist -4 and CHT allo act inactive.
COc1cc2c(cc1OC)C1(CCCC1)CNC2c1cccc([N+](=O)[O-])c1 (configuration not stated) was read as OX1R antagonist -19 and CHT allo act inactive.
S=c1[nH]cnc2scc(-c3ccccc3)c12 was read as OX1R antagonist -16 and CHT allo act inactive.
For CCOC(=O)CSc1nnc(-c2ccccc2)c(=O)[nH]1 the results were OX1R antagonist 7 and CHT allo act inactive.
For COc1ccc(C)cc1S(=O)(=O)N1CCN(C(=O)c2ncoc2-c2cccc(C)c2)CC1 the results were OX1R antagonist -15 and CHT allo act inactive.
Screening C=COCCNC(=O)C(=O)NC(C)C returned OX1R antagonist 7 and CHT allo act inactive.
`Fc1ccc(-n2c(Cc3cccs3)n[nH]c2=S)cc1Cl` gave OX1R antagonist -13 and CHT allo act inactive.
COc1ccc(NC(=S)N(CCC(C)C)C2CCN(C(C)C)CC2)cc1 was read as OX1R antagonist 5 and CHT allo act inactive.
COC(=O)C1=C(C)N(c2ccc(C)cc2)/C(=C/c2ccc(O)cc2)C1=O was read as OX1R antagonist -30 and CHT allo act inactive.
`CCCc1c(C(=O)N/N=C/c2ccc(OCc3ccccc3)c(OC)c2)nnn1-c1nonc1N` gave OX1R antagonist -16 and CHT allo act inactive.
`CCCCCCN1C=C/C(=C\C=C(C#N)C#N)c2ccccc21` gave OX1R antagonist 10 and CHT allo act inactive.
`CCOC(=O)N1CCC(NC(=O)Cn2c3c(c(-c4ccccc4Cl)cc2=O)CCC3)CC1` gave OX1R antagonist -30 and CHT allo act inactive.
CC(=O)Nc1ccc(/C=N/NC(=O)CNC(=O)c2ccccc2)cc1 was read as OX1R antagonist 7 and CHT allo act inactive.
Screening C/C(=N/NS(=O)(=O)c1cccc([N+](=O)[O-])c1)c1ccc2c(c1)OCO2 returned CHT allo act inactive.
Screening CC(C)CN(C(=O)CCNC(=O)c1ccccc1Cl)C1CCS(=O)(=O)C1 (configuration not stated) returned OX1R antagonist -16.
Screening CCOc1cc(N(CC)CC)ccc1/C=C(/C#N)c1nc2ccccc2[nH]1 returned OX1R antagonist 109* and CHT allo act inactive.
Screening COc1ccc(N(C(=O)CNC(=O)c2cccs2)C(C(=O)NCC2CCCO2)c2ccccc2)c(OC)c1 (configuration not stated) returned OX1R antagonist -40 and CHT allo act inactive.
`C/C(=N\NC(=O)c1ccc(NS(=O)(=O)c2cccs2)cc1)c1ccncc1` gave OX1R antagonist -10 and CHT allo act inactive.
`CC1CCC(NC(=O)COC(=O)c2ccco2)CC1` (configuration not stated) gave OX1R antagonist -7.
Screening NC1=NC(=O)/C(=C/c2c(OS(=O)(=O)c3ccc(Cl)cc3)ccc3ccccc23)S1 returned OX1R antagonist -19 and CHT allo act inactive.
`Cc1ccc(S(=O)(=O)N(C)C)cc1NC(=S)N1CCN(Cc2ccc3c(c2)OCO3)CC1` gave OX1R antagonist 11 and CHT allo act inactive.
`N#Cc1cccc(C#N)c1NCC1CCCO1` (configuration not stated) gave OX1R antagonist -28 and CHT allo act inactive.
Screening Cc1cc(C)nc(SCc2nnc(SCC(=O)Nc3nccs3)n2Cc2ccco2)n1 returned OX1R antagonist -17 and CHT allo act inactive.
`CCOC(=O)N1CCN(C(=O)COc2ccc3ccccc3c2Br)CC1` gave CHT allo act inactive.

The closing 6 entries of the part above are carried over, then new ones follow:
`CC1CCC(NC(=O)COC(=O)c2ccco2)CC1` (configuration not stated) gave OX1R antagonist -7.
Screening NC1=NC(=O)/C(=C/c2c(OS(=O)(=O)c3ccc(Cl)cc3)ccc3ccccc23)S1 returned OX1R antagonist -19 and CHT allo act inactive.
`Cc1ccc(S(=O)(=O)N(C)C)cc1NC(=S)N1CCN(Cc2ccc3c(c2)OCO3)CC1` gave OX1R antagonist 11 and CHT allo act inactive.
`N#Cc1cccc(C#N)c1NCC1CCCO1` (configuration not stated) gave OX1R antagonist -28 and CHT allo act inactive.
Screening Cc1cc(C)nc(SCc2nnc(SCC(=O)Nc3nccs3)n2Cc2ccco2)n1 returned OX1R antagonist -17 and CHT allo act inactive.
`CCOC(=O)N1CCN(C(=O)COc2ccc3ccccc3c2Br)CC1` gave CHT allo act inactive.
For COc1ccc(OCC(O)CN2CCN(c3ccc(Cl)cc3)CC2)cc1 (configuration not stated) the results were OX1R antagonist -36 and CHT allo act inactive.
`COc1ccc(CCNC(=O)COC(=O)Cc2c[nH]c3ccccc23)cc1OC` gave OX1R antagonist 4.
Screening CC1CCC(NC(=O)c2nn(C)c3c2CSc2ccccc2-3)CC1 (configuration not stated) returned OX1R antagonist -17 and CHT allo act inactive.
`c1cncc(-c2nnc3n2CCC3)c1` gave OX1R antagonist 8 and CHT allo act inactive.
For CCC(C)Nc1nc2c(C)cccn2c(=O)c1C=Nc1ccc(OC)cc1 (configuration not stated) the results were OX1R antagonist -35 and CHT allo act inactive.
`Cc1ccccc1OCCN1CCC(Cc2ccccc2)CC1` gave OX1R antagonist -31 and CHT allo act inactive.
For COC(=O)c1c(NC(=O)COC(=O)c2ccc(O)cc2)sc2c1CCCCC2 the results were OX1R antagonist -22 and CHT allo act inactive.
For COc1ccccc1-n1c(COc2ccccc2-c2ccccc2)nnc1SCC(=O)c1c(N)n(C)c(=O)n(C)c1=O the results were OX1R antagonist -18 and CHT allo act inactive.
CCc1ccc(OCC(=O)N2CC(C(N)=O)Oc3ccccc32)cc1 (configuration not stated) was read as OX1R antagonist -2 and CHT allo act inactive.
Screening N#Cc1ccc(Oc2cccc(C(=O)O)c2)cc1C#N returned OX1R antagonist -6 and CHT allo act inactive.
`Cc1ccc(NC(=O)C(CC(C)C)NC(=O)C2CCC(C)CC2)nc1` (configuration not stated) gave OX1R antagonist -23 and CHT allo act inactive.
CN(c1ccccc1)S(=O)(=O)c1ccc(C(=O)OCC(=O)NCc2cccs2)cc1 was read as OX1R antagonist 3 and CHT allo act inactive.
For O=C1/C(=C/c2cccc(O)c2)SC(=S)N1CC1CCCO1 (configuration not stated) the results were OX1R antagonist -1 and CHT allo act inactive.
Screening CCc1nnc(NC(=O)CCC(=O)O)s1 returned OX1R antagonist -11 and CHT allo act inactive.
Cc1sc2cc(-c3cccc([N+](=O)[O-])c3)c(-c3cccc([N+](=O)[O-])c3)c[n+]2c1C was read as OX1R antagonist -7 and CHT allo act 8.4*.
`CC(OC(=O)c1cc(S(=O)(=O)N(C)c2ccccc2)ccc1Cl)C(=O)Nc1ccc2c(c1)OCCO2` (configuration not stated) gave OX1R antagonist -16 and CHT allo act inactive.
Screening CC(O)CNc1ccc([N+](=O)[O-])cc1S(=O)(=O)N1CCOCC1 (configuration not stated) returned OX1R antagonist 3 and CHT allo act inactive.
For COc1ccc(-c2cc(C(=O)NCC3CCCO3)c3ccccc3n2)cc1 (configuration not stated) the results were OX1R antagonist -23 and CHT allo act inactive.
Screening Cc1ccc(N2CCN(C(=O)c3nn(C)c4c3CS(=O)(=O)c3ccccc3-4)CC2)c(C)c1 returned OX1R antagonist -31 and CHT allo act inactive.
O=C(Cn1cc(C(=O)C2CC2)c2ccccc21)NC1CCCC1 was read as OX1R antagonist -18 and CHT allo act inactive.
For CN(C)c1ccc(/C=N/NC(=O)c2ccco2)cc1 the results were OX1R antagonist -1 and CHT allo act inactive.
For Cc1cc(C(=O)Cn2ncc(Cl)c(Cl)c2=O)c(C)n1CC(F)(F)F the results were OX1R antagonist -1 and CHT allo act inactive.
`Cc1ccc(C)c(NS(=O)(=O)c2csc(C(N)=O)c2)c1` gave OX1R antagonist -11 and CHT allo act inactive.
Screening COC(=O)c1n[nH]c2ccccc12 returned OX1R antagonist 6 and CHT allo act inactive.

Molecules listed so far with a nitro group on carbon (four):
COc1cc2c(cc1OC)C1(CCCC1)CNC2c1cccc([N+](=O)[O-])c1 (configuration not stated) was read as OX1R antagonist -19 and CHT allo act inactive.
Screening C/C(=N/NS(=O)(=O)c1cccc([N+](=O)[O-])c1)c1ccc2c(c1)OCO2 returned CHT allo act inactive.
Cc1sc2cc(-c3cccc([N+](=O)[O-])c3)c(-c3cccc([N+](=O)[O-])c3)c[n+]2c1C was read as OX1R antagonist -7 and CHT allo act 8.4*.
Screening CC(O)CNc1ccc([N+](=O)[O-])cc1S(=O)(=O)N1CCOCC1 (configuration not stated) returned OX1R antagonist 3 and CHT allo act inactive.

More results follow:
Screening NC(=O)c1ccsc1NC(=O)COC(=O)c1cc(=O)[nH]c2ccccc12 returned OX1R antagonist -31 and CHT allo act inactive.
`COCCCn1c(SCc2cc(=O)[nH]c3ccccc23)nnc1-c1ccco1` gave OX1R antagonist -15 and CHT allo act inactive.
CCCc1cc(C(=O)N2CCCC(C(=O)c3cc(C)c(OC)c(C)c3)C2)n(C)n1 (configuration not stated) was read as OX1R antagonist -5 and CHT allo act inactive.
For CCOC(=O)C1=C(C)NC(SCC(=O)O)=NC1c1ccccc1 (configuration not stated) the results were OX1R antagonist -16 and CHT allo act inactive.
COc1cc2[nH]c(=S)n(Cc3ccc(F)cc3)c(=O)c2cc1OC was read as OX1R antagonist -5 and CHT allo act inactive.
Cc1oc(-c2ccc(Cl)cc2)nc1CS(=O)CC(=O)NC1CCCCC1 (configuration not stated) was read as OX1R antagonist -13 and CHT allo act inactive.
`Cc1ccc(CNC(=O)COC(=O)C2CCC2)cc1` gave OX1R antagonist 2.
For Cc1ccc(CN2C(=O)NC(Cc3c[nH]c4ccccc34)C2=O)cc1 (configuration not stated) the results were OX1R antagonist -26 and CHT allo act inactive.
`CC(=O)c1sc(NC(=O)CN2C(=O)C3CCCCC3C2=O)nc1-c1ccccc1` (configuration not stated) gave OX1R antagonist -10.
For CNC(=O)c1ccccc1Sc1cccc2cccc(C(=O)O)c12 the results were OX1R antagonist -5 and CHT allo act inactive.
Screening CC1(C)CC(=O)c2sc(NC(=O)Cc3cccs3)nc2C1 returned OX1R antagonist -4 and CHT allo act inactive.
Cc1ccc2c(C(=O)CN3CCOCC3)c(C)[nH]c2c1 was read as OX1R antagonist -18 and CHT allo act inactive.
`Cc1cccc2cc3c(N)c(C(=O)N4CCCc5ccccc54)sc3nc12` gave OX1R antagonist 17 and CHT allo act inactive.
Screening CCOc1cc(/C=N/NC(=O)c2cc(-c3ccccc3)nc3ccccc23)ccc1O returned OX1R antagonist 0 and CHT allo act inactive.
`CC(C)OC(=O)c1ccc(S(N)(=O)=O)o1` gave OX1R antagonist -4 and CHT allo act inactive.
`O=C(O)Cc1sc(Nc2cccc3ccccc23)nc1-c1ccccc1` gave OX1R antagonist 9.
`CSc1sc(C(=O)OC(C)C)c2c1C(=O)CC(C)(C)C2` gave OX1R antagonist -13 and CHT allo act inactive.
Screening Cc1nc2ccc(-c3nc4ccccc4o3)cc2[nH]1 returned OX1R antagonist 50* and CHT allo act inactive.
